DUSP3 inh = inhibitors of human VHR1 phosphatase (DUSP3) | recombinant VHR phosphatase, pNPP absorbance | inhibition, % at 13.3 µM | hit rate 0.52% among 290,000 | AID 1654; in the data active = inhibition above about 50%; also: some compounds called inactive have numbers as strong as hits
Target sequence (P51452 whole entry, looked up): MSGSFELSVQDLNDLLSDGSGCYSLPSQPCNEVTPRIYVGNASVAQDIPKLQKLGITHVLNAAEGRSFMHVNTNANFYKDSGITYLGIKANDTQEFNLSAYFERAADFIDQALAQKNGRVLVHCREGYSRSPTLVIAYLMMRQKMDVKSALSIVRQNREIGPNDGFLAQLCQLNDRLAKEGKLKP
Rv3671c inh = Rv3671c (M. tuberculosis) protease inhibition; inhibition, % at 5.96 µM; hit rate 0.048% among 320,000; P9WHR9; AID 2606; in the data active = inhibition above about 38%;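 also: extracellular domain of Rv3671c used as enzyme; 0% = enzyme with DMSO and 100% = no enzyme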
Target sequence (P9WHR9 whole entry, looked up, the tested form may be a part): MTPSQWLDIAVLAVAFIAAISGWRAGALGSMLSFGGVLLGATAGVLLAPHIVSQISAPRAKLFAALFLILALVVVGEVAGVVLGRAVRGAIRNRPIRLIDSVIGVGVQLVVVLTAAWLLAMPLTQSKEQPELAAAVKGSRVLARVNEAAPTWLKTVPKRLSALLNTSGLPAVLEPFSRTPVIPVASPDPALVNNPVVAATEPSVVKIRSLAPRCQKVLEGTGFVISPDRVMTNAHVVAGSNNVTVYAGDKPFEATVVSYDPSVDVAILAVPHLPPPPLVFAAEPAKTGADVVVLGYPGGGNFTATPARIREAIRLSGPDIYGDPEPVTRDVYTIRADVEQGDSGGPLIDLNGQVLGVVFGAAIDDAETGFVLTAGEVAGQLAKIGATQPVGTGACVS
3CLpro inhibitor = SARS-CoV 3CLpro protease inhibition; recombinant SARS-CoV 3CLpro, quenched FRET peptide cleavage; inhibition, % at 6 µM; hit rate 0.14% among 290,000; AID 1706; in the data active = inhibition above about 12%
Active calls of the source: *; & = joins results of further samples. The list is partial. The share of hits here may be higher or lower than overall.

Every second line gives: Rv3671c inh | 3CLpro inhibitor | DUSP3 inh
- CC(=O)OC[C@H]1O[C@@H](O/N=C/[C@@H](C)[C@H](OCc2ccccc2)C(C)C)[C@H](OC(C)=O)[C@@H](OC(C)=O)[C@@H]1OC(C)=O
  -5.4 | -0.6 | 24.0
- COc1ccc(C(=O)CC(c2ccccc2)S(=O)(=O)c2ccc(C)cc2)cc1 (centres undefined)
  -3.3 | -0.6 | -5.7
- CC1(C)Cc2nc3sc(C(=O)O)c(N)c3cc2CS1
  -9.1 | -1.0 | 1.7
- CC(C(=O)Nc1ccc(S(=O)(=O)N2CCCCC2)cc1)N1CCN(c2ccccn2)CC1 (centres undefined)
  -2.8 | -5.7 | 1.1
- COc1ccc(S(=O)(=O)CCC(=O)Nc2cccc(OC)c2)cc1
  -3.9 | 2.1 | -19.0
- CC(C)c1ccc(C(=O)NNC(=O)C2C3CCC(C3)C2C(=O)O)cc1 (centres undefined)
  -10.6 | -0.2 | 16.5
- COc1ccc2c(c1)OCC1=C2CCC2(C)C(=O)CC=C12 (centres undefined)
  -7.5 | 6.3 | 6.4
- COc1ccc(C(=O)CSc2nc3c(c(=O)n(C)c(=O)n3C)n2C)cc1
  -8.0 | 2.7 | -4.8
- O=C(CSc1ccc(-c2cccs2)nn1)NCc1ccccc1Cl
  5.5 | 5.5 | -7.5
- C/C(CC(=O)Nc1ccc(F)cc1F)=N\NC(=O)C(=O)N1CCCCC1
  -8.8 | -4.8 | 33.1
- COc1cccc([C@H](O)Cn2cc(-c3ccc(CON=C(C)C)cc3)nn2)c1
  -17.4 | -4.7 | -7.3
- O=C1C(=O)N(CCc2c[nH]c3ccccc23)C(c2cccnc2)/C1=C(/O)c1ccccc1 (centres undefined)
  -4.6 | 2.0 | 16.5
- O=C(O)C1C2C=CC(O2)C1C(=O)Nc1ccc2c(c1)OCCO2 (centres undefined)
  -4.1 | -0.8 | 13.9
- CCN1CCCC1CNC(=O)c1cn(CC)c2ccc(S(=O)(=O)N3CCCCCC3)cc2c1=O (centres undefined)
  0.3 | 1.9 | -7.3
- Cc1cc(NS(=O)(=O)c2ccc(Nc3nc(-c4sc(NC(=O)c5ccccc5)nc4C)cs3)cc2)no1
  63.3* | -3.8 | 14.6

The last 3 entries of the section above open the next one.
Every second line gives: Rv3671c inh | 3CLpro inhibitor | DUSP3 inh
- O=C(O)C1C2C=CC(O2)C1C(=O)Nc1ccc2c(c1)OCCO2 (centres undefined)
  -4.1 | -0.8 | 13.9
- CCN1CCCC1CNC(=O)c1cn(CC)c2ccc(S(=O)(=O)N3CCCCCC3)cc2c1=O (centres undefined)
  0.3 | 1.9 | -7.3
- Cc1cc(NS(=O)(=O)c2ccc(Nc3nc(-c4sc(NC(=O)c5ccccc5)nc4C)cs3)cc2)no1
  63.3* | -3.8 | 14.6
- CCc1ccc(N2C(=O)c3cc(N4CCOCC4)c([N+](=O)[O-])cc3C2=O)cc1
  1.5 | 3.4 | -10.0
- CCOC(=O)c1ccccc1NC(=O)Cc1sc(-c2cccnc2)nc1-c1ccc(C)cc1
  -10.8 | -0.1 | -6.7
- CCCCC(CC)CNC(=O)/C=C/c1ccc(F)cc1 (centres undefined)
  -7.2 | 2.5 | -9.9
- O=C(Cn1nc(-c2ccc3c(c2)OCCO3)ccc1=O)Nc1ccc(N2CCOCC2)cc1
  5.1 | 2.8 | 21.9
- Cc1cccc(/C=N/n2c(-c3ccccn3)n[nH]c2=S)c1
  -1.0 | -3.8 | -4.3
- CC(C)C1CCC(C(=O)N[C@H](Cc2ccccc2)C(=O)O)CC1 (some centres undefined)
  -5.5 | 5.1 | 16.5
- CC(=O)NC1C(=O)SC1(C)C (centres undefined)
  -3.3 | -0.7 | 18.6
- Cn1c(SCn2nnc3ccccc3c2=O)nc2ccccc2c1=O
  -1.3 | 5.3 | 19.0
- Nc1ccc(Sc2cc(Cl)nc(N)n2)cc1
  -23.1 | -3.6 | 32.5
- O=c1/c(=C/c2ccc(O)cc2)sc2nc3cc(Br)cnc3n12
  -0.5 | -0.2 | 12.5
- COc1ccccc1N/C(N)=N/c1nc(CSc2nc3ccccc3s2)cc(=O)[nH]1
  6.0 | 0.3 | 27.0
- Cc1nc2ccccc2n1/C(=N/S(=O)(=O)c1ccc(Br)cc1)c1ccccc1
  -0.1 | 0.7 | 44.1
- COc1cc(/C=C2/C(=O)N(c3ccc(Br)cc3)N=C2C)cc([N+](=O)[O-])c1O
  2.2 | -2.4 | 9.6
- CCN(C(=O)c1cc2ccccc2o1)C12CC3CC(CC(C3)C1)C2
  3.2 | 2.5 | 2.5
- Cc1c(Cl)cn2c(=O)cc(CN3CCN(c4ccc(F)cc4)CC3)nc2c1Cl
  -2.2 | -0.6 | 14.0
- N#Cc1nc(-c2ccc(OCc3ccccc3Cl)cc2)oc1NCCCn1ccnc1
  -14.7 | -2.6 | 10.9
- CN(C)CCc1nc2ccccc2c(=O)n1-c1ccccc1
  -1.8 | -3.8 | -1.3
- O=C(CSc1nc(-c2ccccc2)nc2c1Cc1ccccc1O2)Nc1ccccc1
  -1.6 | -1.0 | 25.2
- COc1ccc(NC(=O)CSc2nc3ccccc3c(=O)n2Cc2cccs2)c(OC)c1
  -5.2 | -0.2 | 18.1
- O=C1N/C(=C\c2nc3ccccc3s2)c2ccccc21
  -14.2 | -0.8 | 31.5
- COc1ccc(CNc2ccc3c(c2)CCC3)cc1OC
  0.5 | 0.5 | 23.4
- CC1(C)NC(=O)N(CC(=O)Nc2cc(S(=O)(=O)N3CCOCC3)ccc2N2CCOCC2)C1=O
  -5.2 | 1.6 | -7.0
- COc1ccccc1C(=O)Nc1cc2c(ccc3ccccc32)oc1=O
  6.9 | -3.6 | 15.2
- O=c1cc(-c2ccc(F)cc2F)[nH]c2ccccc12
  -8.1 | -1.6 | 11.4
- Cc1cc(Oc2ccc(=O)n(C)n2)nc(=S)[nH]1
  3.6 | -1.2 | 18.2
- CCCCNC(=S)N(C)/N=C/c1sc(N2CCCCC2)nc1-c1cccs1
  -0.8 | 2.1 | -8.5
- Clc1ccc(C2C3=C(Nc4ncnn42)c2ccccc2CC3)cc1 (centres undefined)
  -5.2 | -3.1 | -8.8
- CC(C)(C)OC(=O)CN1C(=O)S/C(=C\c2ccc(-c3cccc(C(=O)O)c3)o2)C1=O
  -12.8 | 3.5 | -17.9
- CCN1CCCC1CNC(=O)c1cc(S(=O)(=O)CC)c(N)cc1OC (centres undefined)
  -4.1 | -2.1&-2.1 | 18.8
- Cc1ccc(C2C(C#N)=C(N)Oc3c2sc2ccccc32)o1 (centres undefined)
  -14.2 | -5.8 | 23.2

Only DUSP3 inh, for some of the entries so far:
Molecule,DUSP3 inh
O=c1cc(-c2ccc(F)cc2F)[nH]c2ccccc12,11.4
COc1ccc(NC(=O)CSc2nc3ccccc3c(=O)n2Cc2cccs2)c(OC)c1,18.1

Additional structures follow.
Every second line gives: Rv3671c inh | 3CLpro inhibitor | DUSP3 inh
- COc1ccc(C)cc1NC(=O)C(Sc1ccccc1)c1ccccc1 (centres undefined)
  -11.0 | 5.0 | -6.9
- COc1ccc(C2C=C(c3cccs3)Nc3nc(CCCO)nn32)cc1 (centres undefined)
  -5.2 | -0.1 | 14.0
- Cc1cc(Cl)ccc1OCC(=O)n1cc(C(=O)c2cc(Cl)ccc2O)cn1
  -0.9 | -4.4 | -12.3
- c1ccc2oc(-c3ccc(Nc4nc(N5CCCCC5)nc(N5CCOCC5)n4)cc3)nc2c1
  -4.2 | 1.7 | -1.1
- CCOC(=O)c1c(-c2ccc(OCC)cc2)csc1NC(=O)CCN1C(=O)c2ccccc2C1=O
  -11.9 | -2.3 | -3.8
- CCOC(=O)c1sc(NC(=O)CSc2nc3ccccc3s2)c(C(=O)OCC)c1C
  -10.8 | -1.5 | -7.9
- CNC(=S)N1CCC(NC(=O)c2ccco2)CC1
  8.1 | -6.7 | 15.0
- O=C(Cc1ccccc1[N+](=O)[O-])OCc1cccc([N+](=O)[O-])c1
  2.3 | 2.1 | 47.4
- O=C(COC(=O)c1ccc[n+]([O-])c1)Nc1c(Br)cc([N+](=O)[O-])cc1Br
  0.3 | 5.0 | 5.3
- Cc1ccc(-c2nn(-c3ccccc3)cc2C(=O)O)o1
  7.7 | 0.1 | 2.0
- Cc1ccc(/C=C/C2=Cc3c(sc(NC(=O)CSc4n[nH]c(N)n4)c3C#N)C(C)(C)C2)o1
  -38.7 | -0.4 | 38.4
- CCC(C)n1c(-c2cc(OC)c(OC)c(OC)c2)nc2nc3ccccc3nc21 (centres undefined)
  -1.8 | -3.6 | -16.7
- Cc1cc(C)nc(/N=C(\N)Nc2ccc(S(=O)(=O)Nc3nc(C)cc(C)n3)cc2)n1
  2.1 | -4.5 | 30.9
- O=[N+]([O-])c1ccc(O)c(C=Nc2ccc3oc(Cc4ccc(Cl)cc4)nc3c2)c1
  -4.3 | 3.0 | 14.7
- COc1ccc(Cl)cc1C(=O)Nc1nc2ccc(S(C)(=O)=O)cc2s1
  1.0 | 8.1 | 11.6
- O=C(Nc1cccc(CCc2ccccn2)c1)c1ccc(Cl)cc1
  -12.8 | -9.8 | 16.6
- Cc1ccc(NC(=O)OCc2cccs2)cc1
  -2.9 | 1.3 | 23.1
- CCCN(CC1CC1)C(=O)CSc1nnc(-c2ccco2)n1N
  0.6 | -0.9 | 2.7
- O=C(/C=C/c1cn(CC(O)CN2CCOCC2)c2ccccc12)c1cccs1 (centres undefined)
  -0.5 | -3.5 | 4.9
- COc1cc(NS(=O)(=O)c2ccc(NC(=O)CSC3=NCCS3)cc2)nc(OC)n1
  0.0 | 0.3 | 28.6
- CCOc1cc2nc(-c3ccc(OC)c(OC)c3)nc(N3CC(C)OC(C)C3)c2cc1OC (centres undefined)
  0.5 | -6.2 | 10.5
- CN1Cc2cc(C(=O)c3cc(Cl)cc(CSc4ncccn4)c3O)cnc2NC1=O
  -0.2 | -1.0 | 56.3*
- O=C1/C(=N/n2cnnc2)c2ccccc2N1Cc1ccccc1
  4.6 | 0.3 | 12.3
- COCCCNC(=O)Cn1nnc(-c2ccc(NC(=O)c3cccnc3)cc2)n1
  6.9 | -2.3 | 3.1
- COC(=O)[C@H](Cc1ccccc1)NC(=O)O[C@@H]1C(=O)c2cc(OC)ccc2O[C@H]1c1ccc(OC)c(Br)c1
  -18.5 | -0.1 | 7.6
- O=C(O)/C=C/C(=O)Nc1ccc(Oc2ccc(NC(=O)/C=C/C(=O)O)cc2)cc1
  5.3 | 1.6 | -2.2
- Cc1ccccc1C(=O)N=c1c(C#N)cc2c(=O)n3cccc(C)c3nc2n1Cc1ccco1
  -9.3 | -3.3 | 3.7
- Cc1cc(C)nc(Nc2ncn[nH]2)n1
  -0.7 | 0.3 | -6.4
- Cc1nnc(NC(=O)C2C3C=CC(O3)C2C(=O)O)s1 (centres undefined)
  0.1 | 3.4 | -19.7
- COc1ccc(CC(NC(C)=O)C(=O)NC2CCN(c3nnnn3-c3ccccc3)CC2)cc1OC (centres undefined)
  5.9 | 1.4 | 12.9
- CC(=O)Nc1ccc(N2CCc3c(C)c(C#N)c4nc5ccccc5n4c32)cc1
  -0.8 | -4.7 | -0.5
- COc1ccc2c(c1O)C(=O)c1ccccc1C2=O
  2.4 | -0.3 | -6.2
- CC(C)(C#CCCCCC#CC(C)(C)[N+](C)(C)C)[N+](C)(C)C
  -5.0 | -2.2 | 25.3
- O=C1NC(=O)C(=C/C=C/c2coc3ccc(Br)cc3c2=O)C(=O)N1
  -55.8 | -3.9 | 27.1
- CCOC(=O)c1[nH]c2ccc(Br)cc2c1NC(=O)CCN1CCCC(C)C1 (centres undefined)
  3.9 | 3.6 | -5.4
- O=S1(=O)c2ccccc2N=NN1Cc1cc(Cl)cc(Cl)c1
  1.0 | 6.6 | 17.8
- CCCOc1ccc(NC(=O)C2OC3OC(C)(C)OC3C3OC(C)(C)OC23)cc1 (centres undefined)
  0.1 | -0.5 | -0.2
- N#Cc1cc(NC(=O)c2ccc(F)cc2)c(=O)n2c1[nH]c1ccccc12
  -0.8 | 3.3 | 9.9
- COc1ccc(CCNC(=O)C2CCC(CNS(=O)(=O)c3ccccc3)CC2)cc1OC (centres undefined)
  -3.6 | -8.6 | 19.0
- CN1C(=O)N(C)C2(c3ccccc3)Nn3c(s/c(=C/c4ccccc4F)c3=O)=NC12c1ccccc1 (centres undefined)
  -6.6 | 0.3 | 10.4
- O=C(COC(=O)c1cn(-c2ccccc2)nc1-c1ccccc1)c1ccc([N+](=O)[O-])cc1
  -12.5 | 1.6 | -9.6
- C=CCn1c(=O)/c(=C2/Sc3cc(OC)ccc3N2C)s/c1=C1\C(=O)N(CC)C(=S)N1C
  1.9 | -4.9 | 30.5
- COc1ccc(S(=O)(=O)N2CCC(N3CCN(c4ccccc4)CC3)CC2)cc1
  -13.0 | -9.8 | 12.3
- O=C(OCn1ncc(Cl)c(Cl)c1=O)c1ccc(F)cc1
  -11.7 | 7.1 | 32.7
- COC(=O)/C(=C(/F)SCC(C)=O)C(F)(F)F
  -0.8 | -2.9 | 4.7
- COc1cccc(-c2c(C#N)c(N)nc3c2c(=O)nc2sccn23)c1
  -0.4 | 0.0 | 23.4
- Cc1cc(C)cc(NC(=O)Cn2cc3c(n2)CCCCC3)c1
  4.1 | 2.9 | 6.5
- Cc1sc2ncnc(Sc3nnc4sc5ccccc5n34)c2c1C
  1.1 | 1.7 | -4.7
- CCn1c(C)nc2cc(C(=O)N=Nc3c(O)[nH]c4ccccc34)ccc21
  -1.3 | -4.5 | -3.6
- Cc1ccc(-n2[nH]c(C)c(/C=N/NC(=O)c3cccc([N+](=O)[O-])c3)c2=O)cc1C
  19.0 | 8.2 | 4.1
- O=C1Nc2ccc(Cl)cc2[C@@](C#CC2CC2)(C(F)(F)F)O1
  -1.8 | 1.2 | 21.1
- Cc1ccc(-c2cc(=O)c3cc(Cl)ccc3[nH]2)cc1
  7.6 | -2.4 | 10.3
- Cc1ccn2c(c1)nc(=S)n2C(=O)c1ccco1
  1.6 | -5.1 | 12.3
- O=C(Nc1ccccc1)N1CC=C(c2ccccc2)CC1
  -5.8 | -0.8 | -0.2

Assay outcomes as filed in PubChem.
